# Bioassay records: PubChem BioAssay, Sanford-Burnham Center for Chemical Genomics
# SENP6 block = inhibitors of human SENP6 protease; Recombinant SENP6 catalytic domain, aminoluciferin luminescence; inhibition, % at 10 µM; hit rate 1.8% among 330,000;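 active means inhibition above about 50% at the single tested dose, limit read from the data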;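 further: plate controls were DMSO wells with enzyme for no effect and DMSO wells lacking enzyme for full effect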
# Target sequence (Q9GZR1 628-1112 limits assumed): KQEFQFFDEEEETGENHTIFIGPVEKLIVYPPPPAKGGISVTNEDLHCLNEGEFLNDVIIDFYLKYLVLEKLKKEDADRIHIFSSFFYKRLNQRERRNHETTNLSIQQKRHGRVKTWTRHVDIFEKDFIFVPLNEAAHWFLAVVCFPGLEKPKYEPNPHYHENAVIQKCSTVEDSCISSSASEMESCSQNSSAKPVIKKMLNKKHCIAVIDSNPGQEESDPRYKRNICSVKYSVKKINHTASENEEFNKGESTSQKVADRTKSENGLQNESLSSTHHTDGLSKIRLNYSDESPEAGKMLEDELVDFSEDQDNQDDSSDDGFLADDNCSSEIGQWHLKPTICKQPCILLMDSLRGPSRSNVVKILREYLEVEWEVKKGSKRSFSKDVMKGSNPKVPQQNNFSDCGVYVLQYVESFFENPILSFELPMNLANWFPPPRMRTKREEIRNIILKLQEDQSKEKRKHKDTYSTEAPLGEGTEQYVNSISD
# PfGluPho inh = PfG6PD (Plasmodium falciparum) enzyme inhibition | PfGluPho enzyme, NADPH resazurin-diaphorase fluorescence | inhibition, % at 20 µM | hit rate 0.78% among 350,000 | AID 504690;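 active means inhibition reaching at least a set limit at 20 µM in the primary screen, cut at about 59% in these data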;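 further: 0% = DMSO wells with substrate and 100% = DMSO wells lacking glucose-6-phosphate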
# HKDC1 inh = inhibitors of human hexokinase HKDC1; Q2TB90; recombinant HKDC1, G6PDH/diaphorase resazurin coupled fluorescence; inhibition, % at 20 µM; hit rate 0.16% among 340,000;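 active means inhibition above about 35% when tested at 20 µM, limit read from the data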;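 further: plate controls were DMSO wells with enzyme for no effect and DMSO wells lacking enzyme for full effect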
#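 Incubation: 90 min at room temperature in dark / Material: recombinant HKDC1 (HK5) hexokinase enzyme, produced in-house / Quantity: enzyme 5 µg/mL final / Compound: one dose of 20 µM, 1% DMSO / Reagent: glucose and ATP substrates / Buffer or medium: Tris pH 8.0 buffer with MgCl2, Tween-20, BSA, BME / Technique: resorufin fluorescence at 613 nm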
# SENP8 block-1 = blocks human SENP8 cleavage of Nedd8 substrate; Q96LD8; recombinant SENP8, Nedd8 substrate fluorescence; inhibition, % at 20 µM; AID 602440; hit rate 0.64% among 360,000; in the data active means inhibition mostly above about 40%, no sharp cut-off; inactive means mostly below about 27%
# Target sequence (Q96LD8 whole entry, looked up): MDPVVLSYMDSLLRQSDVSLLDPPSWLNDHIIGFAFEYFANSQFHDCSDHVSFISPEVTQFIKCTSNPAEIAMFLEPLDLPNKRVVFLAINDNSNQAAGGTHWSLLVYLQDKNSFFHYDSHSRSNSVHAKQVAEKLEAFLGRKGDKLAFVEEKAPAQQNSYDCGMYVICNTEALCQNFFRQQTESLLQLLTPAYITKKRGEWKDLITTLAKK
# SENP7 inh = SENP7 protease inhibition. recombinant SENP7, Z-RLRGG-aminoluciferin luminescence, 40 min. inhibition, % at 5 µM. Q9BQF6. AID 434973. hit rate 1.5% among 330,000;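 active means inhibition above about 50% at the single test dose, limit read from the data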;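 further: plate controls were DMSO with enzyme for no effect and no enzyme buffer wells for full effect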
# Target sequence (Q9BQF6 706-1050 limits assumed): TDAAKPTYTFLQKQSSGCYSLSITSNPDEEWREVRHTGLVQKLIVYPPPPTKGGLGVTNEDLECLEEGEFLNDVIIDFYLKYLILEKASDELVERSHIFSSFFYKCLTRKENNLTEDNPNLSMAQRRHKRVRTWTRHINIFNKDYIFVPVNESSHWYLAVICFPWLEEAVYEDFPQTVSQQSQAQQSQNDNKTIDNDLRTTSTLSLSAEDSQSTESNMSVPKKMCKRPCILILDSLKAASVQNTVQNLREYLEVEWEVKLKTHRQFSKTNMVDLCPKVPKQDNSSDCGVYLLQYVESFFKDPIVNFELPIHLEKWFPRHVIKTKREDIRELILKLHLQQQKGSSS
# SENP8 block-2 = blocks the human protease SENP8; AID 2540; hit rate 1.2% among 330,000; purified SENP8, Z-RLRGG-aminoluciferin cleavage, luminescence; inhibition, % at 10 µM; Q96LD8; in the data active means inhibition above about 50%
# SENP1 FRET inh = SENP1 (human) catalytic domain inhibition; recombinant SENP1 catalytic domain, CyPet-SUMO1-YPet FRET cleavage; hit rate 0.21% among 360,000; Q9P0U3; inhibition, % at 10 µM;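 active means inhibition at least 30% at 10 µM, raw YFP signal under a set limit, fluorescence ratio 0.5 to 1.5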;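 further: 0% = enzyme with DMSO and 100% = no enzyme wells; some results filed as inactive read as strong as hits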
#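 System: Recombinant human SENP1 catalytic domain, His6-tagged | Incubation: Enzyme reaction for 50 min at room temperature, dark | Medium: Tris pH 8 with BME, BSA, NP40 and catalase | Also added: 25 nM SUMO1 FRET substrate | Compound: 10 µM single point, 0.5% DMSO | Measured by: FRET fluorescence in CFP and YFP emission channels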
# Apaf-1 inh = human Apaf-1 inhibition. O14727. reconstituted apoptosome caspase-3 activity, DEVD-Rh110 fluorescence. inhibition, % at 20 µM. hit rate 0.71% among 330,000. AID 489030; active means inhibition of at least 40% at 20 µM;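 further: plate controls were DMSO wells for no effect and DEVD-CHO caspase inhibitor wells for full effect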
#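 Material: reconstituted apoptosome with Apaf-1, cytochrome c, caspase-9, procaspase-3, dATP / Buffer or medium: pH 7.5 Hepes buffer with CHAPS, BSA, DTT / Also added: cytochrome c with DEVD-Rh110 / Schedule: compound with Apaf-1, dATP, procaspase-3 30 min, then 50 min reaction, room temperature / Technique: rhodamine 110 fluorescence at Ex 480/Em 540 nm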
# * hit, by the source's call; x = no result given.
Structure	SENP6 block	PfGluPho inh	HKDC1 inh	SENP8 block-1	SENP7 inh	SENP8 block-2	SENP1 FRET inh	Apaf-1 inh
COc1cc(C(=O)Nc2cccc(-c3nc4ccccc4o3)c2C)cc(OC)c1OC	x	14	-4	20	x	x	0	x
CCOc1ccccc1CN1CCNC(=O)C1CC(=O)NCCc1ccccn1 (stereo unspecified)	-18	5	-1	-17	16	-6	-7	4
Cc1ccc(S(=O)(=O)Oc2ccccc2/C=N/O)cc1	-1	21	-7	-8	8	3	2	19
Cn1ccsc1=NC(=O)c1ccc(CS(C)(=O)=O)cc1	-11	-2	-1	-19	7	0	0	-2
Cc1cc(NCc2ccc(F)cc2)nc2cc(Cl)ccc12	-9	22	3	-109	8	0	3	16
CC(CCc1ccccc1)NC(=O)c1ccncc1 (stereo unspecified)	-6	-10	-1	10	1	-2	0	-1
O=C(COc1ccccc1Cl)NCCc1ccc2c(c1)OCCO2	-1	6	16	15	-2	-4	2	5
O=C(NC1(C(F)(F)F)NC(=O)N(C2CCCC2)C1=O)C1CC1 (stereo unspecified)	-3	14	-13	1	-4	-6	1	-7

# Other compounds follow:
Structure	SENP6 block	PfGluPho inh	HKDC1 inh	SENP8 block-1	SENP7 inh	SENP8 block-2	SENP1 FRET inh	Apaf-1 inh
O=C(CN1CCC(NC(=O)c2cccc(F)c2)CC1)Nc1ccc(Br)cc1	-5	-2	-5	11	-8	2	2	-6
Cc1ccc(S(=O)(=O)NC(C)(C)CSc2nncn2C)cc1	-7	-13	-10	4	-1	-7	1	-14
CCC(C(=O)NCCc1c[nH]c2ccc(C)cc12)c1ccccc1 (stereo unspecified)	11	20	-1	2	-4	3	-3	10
Cc1ccc(C)c(OCc2cc(C(=O)N3CCc4sccc4C3)no2)c1	-10	6	0	3	4	-8	-2	25
Nc1cc(S(=O)(=O)N2CCOCC2)ccc1Oc1cccc(Br)c1	-2	-2	2	6	1	-2	0	17
Cc1ccccc1NC(=O)Cc1nc(COC(=O)CSc2ccccc2)cs1	-20	-1	-1	0	15	-9	-7	19
O=C(Cc1ccccc1)NCC(=O)OCC(=O)c1cccc([N+](=O)[O-])c1	5	-16	-3	14	4	6	1	-4
CCn1c(SCC(=O)N/N=C/C=C/c2ccco2)nc2ccccc21	-5	35	9	6	1	-3	7	10

# Only PfGluPho inh and SENP8 block-2, for 2 of the compounds above:
smiles,PfGluPho inh,SENP8 block-2
CCn1c(SCC(=O)N/N=C/C=C/c2ccco2)nc2ccccc21,35,-3
CCC(C(=O)NCCc1c[nH]c2ccc(C)cc12)c1ccccc1 (stereo unspecified),20,3

# The listing continues:
Structure	SENP6 block	PfGluPho inh	HKDC1 inh	SENP8 block-1	SENP7 inh	SENP8 block-2	SENP1 FRET inh	Apaf-1 inh
COc1ccc(NC(=O)CN(c2ccc(OC)c(Cl)c2)S(=O)(=O)c2ccccc2)cc1	9	23	0	-2	3	2	1	12
Cc1cccc2sc(NS(=O)(=O)c3ccccc3)nc12	8	20	2	0	-4	-9	-1	6
CCn1c(=O)cc(OCC(=O)Nc2ccc(OC)c(OC)c2)c2ccccc21	1	-6	-10	2	-4	3	-1	-15
COc1ccc(S(=O)(=O)NC2CC2)cc1C(=O)N1CCOCC1	13	-2	13	14	5	2	-1	2
O=C(NC(=S)NC1CCCCC1)c1ccccc1	-14	14	2	3	-7	-6	1	-1
CCn1c(SCC(=O)Nc2oc(-c3ccccc3)c(-c3ccccc3)c2C#N)nnc1-c1ccncc1	-20	-50	6	-51	-3	-2	0	20
O=C(Cn1nnc2ccccc21)OCC(=O)c1ccc(Cl)c(Cl)c1	15	-26	0	18	1	-2	1	11
COc1cccc(NC(=S)N2CCN(c3ccccn3)CC2)c1	-23	13	-14	8	-9	-12	2	6

# Next part:
Structure	SENP6 block	PfGluPho inh	HKDC1 inh	SENP8 block-1	SENP7 inh	SENP8 block-2	SENP1 FRET inh	Apaf-1 inh
COc1ccccc1N1CCN(CCCCOc2ccc(F)cc2)CC1	-2	8	0	23	-8	-3	1	11
CC(CCc1ccccc1)NCc1cccc2ccccc12 (stereo unspecified)	0	4	-2	36	-6	6	0	0
CC(=O)NS(=O)(=O)c1ccc(NC(=O)c2cc3c(=O)n4ccccc4nc3s2)cc1	0	14	1	-470	2	2	-114	1
CCn1c(=O)cc(SCC(=O)NCc2ccc(C)o2)c2ccccc21	0	14	-3	-14	1	12	0	-1
CC1CCN(C(=O)CN(Cc2ccccc2)S(C)(=O)=O)CC1	-21	-7	-2	13	-5	-8	0	-1
COc1ccc(N2CCN(C(c3ccco3)c3sc4nc(C)nn4c3O)CC2)cc1 (stereo unspecified)	-5	7	-6	17	-3	8	1	-3
COc1ccc(OC)c(C(=O)c2ccc([N+](=O)[O-])cc2)c1	x	19	-1	4	x	x	2	x
CN(c1ccc(OCC(=O)Nc2nc3ccccc3s2)cc1)S(=O)(=O)c1ccccc1	-9	-11	1	10	-5	-11	1	-2

# Single records, from the list above.
# `CN(c1ccc(OCC(=O)Nc2nc3ccccc3s2)cc1)S(=O)(=O)c1ccccc1` as listed: SENP6 block: -9; PfGluPho inh: -11; HKDC1 inh: 1; SENP8 block-1: 10; SENP7 inh: -5; SENP8 block-2: -11; SENP1 FRET inh: 1; Apaf-1 inh: -2
# `CC(=O)NS(=O)(=O)c1ccc(NC(=O)c2cc3c(=O)n4ccccc4nc3s2)cc1` as listed: SENP6 block: 0; PfGluPho inh: 14; HKDC1 inh: 1; SENP8 block-1: -470; SENP7 inh: 2; SENP8 block-2: 2; SENP1 FRET inh: -114; Apaf-1 inh: 1
# `COc1ccc(OC)c(C(=O)c2ccc([N+](=O)[O-])cc2)c1` as listed: SENP6 block: x; PfGluPho inh: 19; HKDC1 inh: -1; SENP8 block-1: 4; SENP7 inh: x; SENP8 block-2: x; SENP1 FRET inh: 2; Apaf-1 inh: x

# Going on with the list:
Structure	SENP6 block	PfGluPho inh	HKDC1 inh	SENP8 block-1	SENP7 inh	SENP8 block-2	SENP1 FRET inh	Apaf-1 inh
S=C(NCc1ccco1)Nc1ccccn1	-26	17	-1	-4	-2	-9	-2	10
CCn1c(=O)cc(OCC(=O)Nc2cccc(C)n2)c2ccccc21	-3	12	-1	3	3	1	3	-23
CCC(C)NC(=O)c1ccccc1NS(=O)(=O)c1ccc(OC)c(OC)c1 (stereo unspecified)	-22	-19	-3	-78	-1	-1	3	-6
O=C(CN(CCc1ccccc1)C(=O)c1csnn1)NC1CCCC1	8	-3	-9	6	5	2	2	4
O=C(Cc1cccs1)Nc1cc(SCCO)cc([N+](=O)[O-])c1	-7	1	-9	20	0	-2	3	3
CCOC(=O)N1C2=NC(C(=O)OC)=C(C(=O)OC)[C@@H]3N(Cc4ccccc4)c4ccccc4[C@]23C[C@H]1C(=O)OC	-7	3	3	x	-1	1	x	4
CC(C)CCNC(=O)CSc1nc2ccccc2s1	-7	6	-2	3	5	2	2	2
CCCCCCn1cnc2c(c1=O)c1nc3ccccc3nc1n2/N=C/c1ccco1	x	28	5	-230	x	x	-17	x

# (next part)
# Letter code – A = SENP6 block; B = PfGluPho inh; C = HKDC1 inh; D = SENP8 block-1; E = SENP7 inh; F = SENP8 block-2; G = SENP1 FRET inh; H = Apaf-1 inh
Oc1ccc2c(c1)C1CCCC1(N1CCOCC1)O2 (stereo unspecified)
  A: 3	B: 14	C: 7	D: 15	E: 7	F: 8	G: 4	H: 2
CCOc1cc(C(=O)NC)cc(Br)c1OC
  A: -6	B: -3	C: -6	D: 8	E: 3	F: 4	G: -2	H: -13
CN(C)S(=O)(=O)N1CCC(c2ccc(F)cc2)C(COc2ccc3c(c2)OCO3)C1 (stereo unspecified)
  A: 0	B: 11	C: 1	D: 9	E: 2	F: 1	G: -1	H: 15
Cc1ccc2oc(Nc3nc(C)cc(C)n3)nc2c1
  A: -16	B: 4	C: -6	D: 19	E: -7	F: -2	G: -2	H: -10
Cc1c(C(=O)N2CCN(c3ccccc3F)CC2)sc2ncn(CC(=O)N3CCOCC3)c(=O)c12
  A: -10	B: 4	C: -11	D: 6	E: 3	F: -3	G: -8	H: -10
COc1ccc(/C=C/C(=O)c2ccc(OC)cc2O)cc1
  A: -12	B: -1	C: 2	D: 32	E: -25	F: -20	G: 2	H: 1
Cc1ccc(/C=C(\C#N)C(=O)NCCN2CCOCC2)cc1
  A: -13	B: 3	C: -5	D: 11	E: 2	F: -4	G: -2	H: -5
O=C(c1ccc(F)cc1)c1ccc(OCC(=O)N2CCOCC2)cc1
  A: -19	B: -7	C: -3	D: 9	E: -7	F: -9	G: 2	H: 0
O=S(=O)(Cc1ccc(Cl)cc1)c1ccccc1-c1nnc(-c2ccccc2)o1
  A: 4	B: -8	C: -5	D: 19	E: 1	F: -6	G: 1	H: 8
CC(C)CC(NC(=O)C(NC(=O)C1CCC(=O)N1C(=O)OCc1ccccc1)C(C)C)C(=O)N1CCCC1C(N)=O (stereo unspecified)
  A: -12	B: -30	C: 6	D: 10	E: -1	F: 3	G: 2	H: 0
CCN1C(=O)[C@@H]2[C@H](C1=O)[C@@H]1C(=O)Nc3ccccc3C(=O)N1[C@@H]2c1cccc(C)c1
  A: -17	B: 13	C: 3	D: -19	E: 3	F: 1	G: 0	H: 2
COc1ccc(/C=C2\SC(=S)N(Cc3cccnc3)C2=O)cc1C
  A: -7	B: 4	C: -9	D: 14	E: 5	F: -19	G: -58	H: 21
COc1ccc(NC(=O)CN2CC(c3ccccc3)CC2=O)cc1OC (stereo unspecified)
  A: -4	B: 28	C: -9	D: 12	E: -2	F: -2	G: 2	H: -7
Cc1ccc(NC(=O)CSc2nnc(Cn3c(=O)sc4ccccc43)n2C)cc1
  A: -12	B: -3	C: -3	D: 16	E: -12	F: -12	G: -1	H: 7
O=C(COC(=O)C1=Cc2ccccc2OC1)NCc1ccc(F)cc1
  A: x	B: 1	C: 4	D: -37	E: x	F: x	G: 44	H: x

# Later entries:
# Letter code – A = SENP6 block; B = PfGluPho inh; C = HKDC1 inh; D = SENP8 block-1; E = SENP7 inh; F = SENP8 block-2; G = SENP1 FRET inh; H = Apaf-1 inh
Cc1cccc(NC(=O)CCSc2nncn2C)c1
  A: 12	B: -5	C: 5	D: 4	E: 8	F: -1	G: 1	H: 21
O=S(=O)(Nc1ccccc1Cl)c1ccc(NS(=O)(=O)c2cccs2)cc1
  A: 3	B: -18	C: -5	D: -295	E: -10	F: -3	G: -6	H: 3
COc1cc(OC)cc(C(=O)OCC(=O)Nc2nnc(-c3ccccc3)o2)c1
  A: x	B: -18	C: -3	D: -27	E: x	F: x	G: -2	H: x
O=C(c1ccccc1F)N1CCCc2ccccc21
  A: 1	B: 3	C: -5	D: 4	E: -5	F: -2	G: -1	H: -2
CC(C)Cc1nnc(NC(=O)CSc2nc(O)c(Cc3ccccc3)c(=O)[nH]2)s1
  A: 1	B: -18	C: -12	D: 5	E: -11	F: -5	G: 0	H: 12

# Not a hit list, and some 3.6% of all compounds hit somewhere here.
